Assay outcomes (PubChem)
PREPL inh: PREPL enzyme inhibitors, primary screen, biochemical, fluorescence polarization; hit rate 0.68% among 320,000; recombinant PREPL, fluorescence polarization activity-based probe; inhibition, % at 5.96 µM; in the data active means inhibition above about 43%;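 further: 0% = enzyme with DMSO and 100% = wells lacking enzyme; many of its hits are not listed in these tables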
LYPLA2 inh: LYPLA2 inhibitors, primary screen, counter-screen for PME1 inhibitor project, biochemical, fluorescence polarization, FP-Rh probe ABPP; Acyl-protein thioesterase 2 (Homo sapiens), O95372; recombinant LYPLA2; AID 2177, 2009; inhibition, % at 5.9 µM; hit rate 0.38% among 320,000;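 active means inhibition above the screen-wide mean plus 3 SD, limit set per campaign, cut at about 26% in these data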;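 further: 0% = LYPLA2 with DMSO and 100% = wells lacking LYPLA2 enzyme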
Target sequence (O95372 whole entry, looked up): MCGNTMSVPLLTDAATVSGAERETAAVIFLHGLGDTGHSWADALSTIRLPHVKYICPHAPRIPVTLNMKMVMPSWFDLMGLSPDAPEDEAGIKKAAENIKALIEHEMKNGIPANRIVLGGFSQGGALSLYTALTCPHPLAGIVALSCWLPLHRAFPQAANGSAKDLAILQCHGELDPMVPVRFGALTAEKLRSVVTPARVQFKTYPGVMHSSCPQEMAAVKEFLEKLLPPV
EBNA-1 inhibitor: EBNA-1 DNA-binding inhibitors, primary screen, biochemical, fluorescence polarization. hit rate 0.34% among 300,000. AID 1950, 2009. inhibition, % at 14.8 µM; in the data active means inhibition above about 28%
pPAFAH FP inh: pPAFAH enzyme inhibitors, primary screen, biochemical, fluorescence polarization, human; Platelet-activating factor acetylhydrolase (Homo sapiens), Q13093; recombinant pPAFAH, FP-rhodamine probe fluorescence polarization; inhibition, % at 3.39 µM; hit rate 1.5% among 330,000; AID 463082, 2010;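 active means inhibition above the mean inhibition across the screen plus 3 SD, cut at about 25% in these data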;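 further: inhibitors block binding of the rhodamine activity-based probe so polarization drops; 0% = enzyme with DMSO and 100% = wells lacking pPAFAH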
PAFAH2 FP inh: PAFAH2 enzyme inhibitors, primary screen, biochemical, fluorescence polarization, human; Platelet-activating factor acetylhydrolase 2, cytoplasmic (Homo sapiens), Q99487; recombinant PAFAH2, FP-rhodamine activity probe; inhibition, % at 3.39 µM; hit rate 0.99% among 340,000; AID 492956, 2010;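 active means inhibition above the mean over all tested compounds plus 3 SD, cut at about 30% in these data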;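 further: inhibitors block probe labeling of enzyme so polarization drops; 0% = enzyme with DMSO and 100% = wells lacking PAFAH2 protein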
PAFAH1B2 inh: PAFAH1B2 enzyme inhibitors, primary screen, biochemical, fluorescence polarization, human | AID 492953, 2010 | recombinant PAFAH1B2, FP-rhodamine activity probe | hit rate 1.2% among 340,000 | inhibition, % at 3.39 µM;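 active means inhibition above the mean of all tested compounds plus 3 SD, cut at about 24% in these data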;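 further: 0% = enzyme with DMSO and 100% = wells lacking PAFAH1B2; many of its hits are not listed in these tables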
Target sequence (P68402 whole entry, looked up): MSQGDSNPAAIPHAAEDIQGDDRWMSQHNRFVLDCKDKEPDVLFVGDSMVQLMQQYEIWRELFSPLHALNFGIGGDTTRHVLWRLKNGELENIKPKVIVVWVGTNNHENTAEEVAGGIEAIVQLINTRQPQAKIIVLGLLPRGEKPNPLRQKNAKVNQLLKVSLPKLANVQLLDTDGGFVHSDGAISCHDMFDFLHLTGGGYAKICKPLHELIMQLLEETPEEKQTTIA
PAFAH1B3 FP inh: PAFAH1B3 enzyme inhibitors, primary screen, biochemical, fluorescence polarization, human | AID 492972, 2010 | Platelet-activating factor acetylhydrolase IB subunit alpha1 (Homo sapiens), Q15102 | recombinant PAFAH1B3, FP-rhodamine probe | hit rate 0.28% among 340,000 | inhibition, % at 3.39 µM;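 active means inhibition above the screen-wide average of all tested compounds plus 3 SD, cut at about 25% in these data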;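 further: 0% = enzyme with DMSO only and 100% = wells lacking PAFAH1B3 protein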
ZTA counter: blocks Epstein-Barr virus ZTA, an EBNA-1 counter-screen; hit rate 0.15% among 320,000; inhibition, % at 11 µM; P03206; ZTA-DNA binding, fluorescence polarization; in the data active means inhibition above about 33%
Target sequence (P03206 whole entry, looked up): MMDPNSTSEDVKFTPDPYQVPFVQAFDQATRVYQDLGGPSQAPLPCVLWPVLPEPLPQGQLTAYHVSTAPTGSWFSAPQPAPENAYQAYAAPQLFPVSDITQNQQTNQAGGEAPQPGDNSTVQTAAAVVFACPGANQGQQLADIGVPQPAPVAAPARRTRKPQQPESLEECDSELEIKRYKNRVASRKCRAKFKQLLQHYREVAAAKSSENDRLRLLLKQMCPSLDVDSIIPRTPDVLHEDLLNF
LYPLA1 inh: LYPLA1 inhibitors, primary screen, counter-screen for PME1 inhibitor project, biochemical, fluorescence polarization, FP-Rh probe ABPP | recombinant LYPLA1 | Acyl-protein thioesterase 1 (Homo sapiens), O75608 | inhibition, % at 5.9 µM | hit rate 0.16% among 320,000;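 active means inhibition above the mean of all tested compounds plus 3 SD, set per campaign, cut at about 14% in these data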;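 further: inhibitors block serine hydrolase probe labeling of LYPLA1 so polarization falls; 0% = enzyme with DMSO and 100% = wells lacking LYPLA1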
Target sequence (O75608 whole entry, looked up): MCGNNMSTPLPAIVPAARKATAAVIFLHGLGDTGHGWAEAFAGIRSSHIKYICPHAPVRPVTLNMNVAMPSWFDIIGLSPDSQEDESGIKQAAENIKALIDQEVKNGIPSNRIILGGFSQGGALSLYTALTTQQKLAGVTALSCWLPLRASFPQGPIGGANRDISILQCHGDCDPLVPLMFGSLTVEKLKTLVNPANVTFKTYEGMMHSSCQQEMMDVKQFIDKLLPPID
An asterisk follows results filed as active; . = no result given. Only part of the results is shown; rates above refer to the full screens.

SMILES	PREPL inh	LYPLA2 inh	EBNA-1 inhibitor	pPAFAH FP inh	PAFAH2 FP inh	PAFAH1B2 inh	PAFAH1B3 FP inh	ZTA counter	LYPLA1 inh
CCCCNC(=O)c1cc2cc(OC)ccc2[nH]1	17	4	15	4	.	.	.	-12	5
C#CCOCCOCCOCCNc1nc(N2CCN(C(=O)C([C@@H](C)CC)n3cc(C(N)CC(C)C)nn3)CC2)nc(N2CCN(C(=O)[C@H](CCC(=O)O)n3cc(C(N)Cc4ccc(O)cc4)nn3)CC2)n1 (some centres not stated)	2	2	5	3	-1	-4	6	-5	2
COc1ccc2c(c1OC)C(=O)N(c1ccccc1)C2=O	9	-2	-1	-1	4	-2	-7	-1	1
CCN(CC)c1ccc(-n2c(C)cc(C=O)c2C)cc1	-5	-1	0	7	-3	-5	-6	-14	1
COCCNC(=O)/C(C#N)=C/c1cc(C)n(C2CCCCC2)c1C	2	3	11	15	-3	1	6	2	0
CCOc1ccc2oc(C(=O)NC(C)(C)CC)c(C)c2c1	2	2	6	0	2	4	-2	6	-5
CCOC(=O)C(=O)Nc1nnc(Cc2ccc(OC)c(OC)c2)s1	-2	5	-2	-2	-1	-3	6	5	4
CC1=NN(C(=O)COc2cc(C)ccc2C(C)C)C(O)(c2ccccc2)C1 (configuration not stated)	15	-3	-14	2	9	5	1	3	-1
CCOC(=O)Cn1c(=O)oc2cc(S(=O)(=O)N(C)Cc3ccco3)ccc21	5	-5	-2	5	6	10	9	-6	3
COc1ccc(OC)c(S(=O)(=O)N2CCN(CC(O)COc3ccc(C#N)cc3)CC2)c1 (configuration not stated)	3	5	8	2	10	-3	0	11	0
CN(C)S(=O)(=O)c1ccc(S(=O)(=O)N(CC(=O)Nc2ccccc2)CC2CCCO2)cc1 (configuration not stated)	10	0	9	0	5	-4	3	1	1
CNS(=O)(=O)c1cccc(C(=O)OCC(=O)C23CC4CC(CC(C4)C2)C3)c1	-2	0	6	6	46*	30*	1	12	0
CCC(=O)Nc1ccc2c(c1)N(C(C)=O)c1ccccc1CC2	-5	3	3	-1	3	2	4	-19	0
N#Cc1ccc(OCC(=O)N/N=C/C2CC=CCC2)cc1 (configuration not stated)	20	-1	2	2	4	0	1	-1	-4
NS(=O)(=O)c1ccc(NC(=O)COC(=O)COc2ccccc2)cc1	8	4	-3	6	-3	0	11	-16	-3
O=C(COC(=O)c1ccc(Cl)c(S(=O)(=O)N2CCCCC2)c1)NCC1CCCO1 (configuration not stated)	4	4	3	12	9	-4	11	14	-1
COc1ccc(-c2cc(-c3ccc(N)cc3)nc(N)c2C#N)cc1OC	23	9	-12	12	-7	3	5	-15	4
CC(C)c1ccccc1NC(=O)c1cccc(NC(=O)c2ccccc2)c1	-4	-7	6	2	-2	-1	0	10	-7
Cc1cc2nccc(-c3ccc(F)cc3)n2n1	1	5	3	5	1	7	7	4	0
Cc1sc2ncnc(NCC(c3ccccc3)N(C)C)c2c1C (configuration not stated)	-3	-1	-2	1	7	0	0	-1	0
O=c1c2ccccc2nc(/C=C/c2ccc(Br)cc2)n1CCCO	3	-4	-3	6	0	0	9	1	-4
COc1ccc(/C=N/NC(=O)c2cccc(Br)c2)cc1CSc1ccccn1	-36	-57	3	-17	-78	-22	-37	2	-38
Cc1ccc(C)c(NC(=O)CSc2nnc(-c3n[nH]c4ccccc34)o2)c1	8	-5	-6	0	7	4	7	-10	-3
C=CCNc1nnc(SC2CC(=O)N(c3ccc(OC)cc3)C2=O)s1 (configuration not stated)	7	5	2	0	3	1	-7	3	1
CC(=O)Nc1cccc(C(=O)Nc2ccc(S(=O)(=O)NC3=NCCCCC3)cc2)c1	-7	4	-5	1	11	4	3	-12	2

The list continues.
SMILES	PREPL inh	LYPLA2 inh	EBNA-1 inhibitor	pPAFAH FP inh	PAFAH2 FP inh	PAFAH1B2 inh	PAFAH1B3 FP inh	ZTA counter	LYPLA1 inh
COc1ccc(OC)c(NC(=O)c2ccc3c(c2)C(=O)N(CC2CCCO2)C3=O)c1 (configuration not stated)	-17	-6	5	-4	4	-1	8	6	-1
CCc1ccc(NC(=O)C(C)OC(=O)Cc2cc(OC)c(OC)c(OC)c2)cc1 (configuration not stated)	11	.	.	-3	2	3	7	.	.
C[C@H](NC(=O)c1ccccc1Cl)C(=O)OCC(=O)NNC(=O)c1cccs1	-2	6	-6	8	-3	-2	7	16	4
CC(C)COC(=O)N1C[C@H](O)C[C@H]1C(=O)Nc1ccc(Cl)cc1	15	-1	-11	1	-1	4	6	3	-3
CCCN(CCC)C(=O)c1ccc2c(c1)S(=O)(=O)c1ccccc1C2=O	6	31*	5	9	-2	2	2	11	5
COc1ccc(NC(=O)CN(C)C(=O)c2cnc(Cl)c(Cl)c2)cc1	7	3	-8	0	-1	8	1	6	4
O=C(Cc1cccs1)NCc1cc(Cl)cc(Cl)c1	-24	-1	8	2	6	6	-1	10	1
CC1(CCCN2C(=O)c3ccccc3C2=O)OCCO1	0	-3	-4	-3	.	.	.	7	-1
COc1ccccc1CNC(=O)CN(C)S(=O)(=O)c1ccc(F)cc1	-6	5	-17	5	-1	2	-1	-7	1
COC(=O)c1sccc1Oc1ccc(Cl)cc1N1C(=O)CCC1=O	-4	-4	-10	-5	7	4	7	-10	-5
O=C(CNC(=O)[C@@H]1Cc2ccccc2CN1)NCc1ccco1	2	-12	-4	8	6	2	8	8	-7
O=C(O)c1cccc(S(=O)(=O)Nc2ccccc2N2CCOCC2)c1	15	1	-10	1	-1	13	7	0	1
Cc1ccc(NC(=O)Cn2nc(C)c([N+](=O)[O-])c2C)cc1C	5	9	-1	2	5	0	1	5	3
Cn1c(SCC(=O)Nc2ccc(C(N)=O)cc2)nc2c(c1=O)SCC2	-6	4	6	8	2	7	8	-13	-1
CSc1nsc(SCC(=O)Nc2ccc(NC(C)=O)cc2)n1	-3	3	-15	4	-10	6	9	-11	1
NC(=O)NC(=O)CSc1ccccc1	8	1	3	-2	-7	8	-2	-3	-1
O=C(O)C1=C[C@@H](C2CCCCC2)C[C@@H](OCc2ccc(CO)cc2)O1	-4	-1	1	6	-7	2	10	3	-2
Cc1c(CCO)c(=O)n(-c2ccccc2)n1S(=O)(=O)c1ccc(F)cc1	-1	-2	2	14	3	4	7	-7	-2
O=C(NCc1ccccc1)NC1CC2CCC(C1)N2Cc1ccco1 (configuration not stated)	5	0	-6	2	7	4	7	-2	-3
CC(C)(C)C(=O)NCCc1nc2ccccc2n1CC(=O)c1ccc(Cl)cc1	4	-9	0	3	-11	-3	-2	13	-5
Cn1c(Cn2c(=O)sc3ccccc32)nnc1SCc1ccccc1F	4	-1	0	-1	4	4	9	12	0
CCCCCCOc1ccc(/C=c2\s/c(=C(/C#N)C(=O)NCc3ccco3)n(-c3ccccc3)c2=O)cc1	2	-13	0	11	5	0	-2	-1	-3
COC(=O)c1cc(C)nc(Sc2ccccc2NC(C)=O)n1	9	9	5	-3	.	.	.	6	-1
Cc1ccccc1N1C(=O)C2ON(c3ccccc3)C(c3cccnc3)C2C1=O (configuration not stated)	1	8	-13	4	0	4	12	-11	-1
CCOc1ccc(NC(=O)CN(C)C(=O)CSCc2ccc(C)cc2)cc1OCC	-3	1	10	4	3	6	6	-10	-1

Pulled by structure from the entries so far (four):
SMILES	PREPL inh	LYPLA2 inh	EBNA-1 inhibitor	pPAFAH FP inh	PAFAH2 FP inh	PAFAH1B2 inh	PAFAH1B3 FP inh	ZTA counter	LYPLA1 inh
CSc1nsc(SCC(=O)Nc2ccc(NC(C)=O)cc2)n1	-3	3	-15	4	-10	6	9	-11	1
CCc1ccc(NC(=O)C(C)OC(=O)Cc2cc(OC)c(OC)c(OC)c2)cc1 (configuration not stated)	11	.	.	-3	2	3	7	.	.
O=C(O)C1=C[C@@H](C2CCCCC2)C[C@@H](OCc2ccc(CO)cc2)O1	-4	-1	1	6	-7	2	10	3	-2
O=C(NCc1ccccc1)NC1CC2CCC(C1)N2Cc1ccco1 (configuration not stated)	5	0	-6	2	7	4	7	-2	-3

Remaining list, next part.
SMILES	PREPL inh	LYPLA2 inh	EBNA-1 inhibitor	pPAFAH FP inh	PAFAH2 FP inh	PAFAH1B2 inh	PAFAH1B3 FP inh	ZTA counter	LYPLA1 inh
COc1ccc(-c2nnc(-c3ccc(N)cc3)o2)cc1	19	-1	-8	1	7	7	5	21	-2
CCS(=O)(=O)c1ccc(O)c(NC(=O)COc2ccc(C)cc2)c1	0	-6	3	7	25	0	-3	-1	-1
COc1ccc(C2Nc3ccccc3C(=O)N2NS(=O)(=O)c2ccccc2)c(OC)c1 (configuration not stated)	11	-5	-8	1	5	-1	11	-3	1
CC1CCCCN1Cc1nc2c(c(=O)n(C)c(=O)n2C)n1Cc1c(F)cccc1Cl (configuration not stated)	28	3	-6	-8	7	3	3	-10	1
CCNC(=O)NC(=O)C(C)OC(=O)c1oc2ccc(OCC)cc2c1C (configuration not stated)	13	4	4	-5	-1	-2	-2	-4	1
C[C@H](CO)N1C[C@H](C)[C@@H](CN(C)Cc2ccncc2)Oc2c(NS(=O)(=O)c3ccc(Cl)cc3)cccc2C1=O	48*	.	.	3	6	6	1	.	.
CCOP(=O)(OCC)c1nc(-c2ccccc2)oc1NCc1ccccc1	10	-2	3	-1	8	-3	18	3	1
CCOc1ccc(N(CC(=O)NC(C(C)C)C(C)C)S(=O)(=O)c2ccc(OC)c(OC)c2)cc1	0	-5	4	5	-5	0	-3	6	2
CN(CCO)c1ccc(-c2nn(C)c(=O)c3ccccc23)cc1[N+](=O)[O-]	11	-5	-1	-3	7	0	8	7	6
CCOC(=O)[C@H]1[C@H]2COc3ccccc3[C@@H]2N2C(=O)[C@@H](CO)NC(=O)[C@@]12C	4	-4	.	0	6	7	-1	24	0
COC(=O)c1ccccc1NC(=O)N1CCCC1	-8	2	10	0	4	5	-2	3	-1
Cc1cccc(N/C(N)=N/c2nc(CSc3ccc(Cl)cc3)cc(=O)[nH]2)c1	-4	-6	10	0	.	.	.	5	0
O=C(N/N=C/c1cccc(OC(=O)c2ccco2)c1)c1ccc(F)cc1	13	-1	2	-3	-6	1	7	-3	4
Cc1nc(Nc2ccc(Cl)cc2)c(C#N)c(=O)[nH]1	2	6	6	4	4	5	6	-11	7
S=c1[nH]nc(C2CCCCC2)n1/N=C/c1c(Cl)cccc1Cl	7	-4	1	-1	7	2	-1	-15	-2
CCOC(=O)c1cnn(CCOC(=O)C2CC2)c1NC(=O)C1CC1	5	-3	0	0	2	-3	6	-2	0
CCN(CC)CCN(C(=O)c1ccc(N2C(=O)CCC2=O)cc1)c1nc2cc3c(cc2s1)OCCO3	-8	4	-7	-2	0	1	5	6	4
O=C(CSc1nc2ccccc2c(=O)n1-c1ccccc1F)NC1CCS(=O)(=O)C1 (configuration not stated)	4	0	.	2	4	-3	0	27	0
O=C(N/N=C/c1cc([N+](=O)[O-])ccc1Cl)c1cc(-c2ccccc2)nc2ccccc12	-3	-4	5	-2	-4	2	2	1	-2
O=C(CSc1nncn1-c1cccnc1)Nc1ccccc1C(F)(F)F	11	1	5	1	0	-5	4	-2	-3
O=C(NCc1ccc2c(c1)OCO2)c1ccc(CS(=O)(=O)c2cccc(C(F)(F)F)c2)o1	-8	3	-5	1	1	10	6	-3	3
Cn1cccc1/C=C1\SC(=S)N(NC(=O)c2ccc(F)cc2)C1=O	3	-2	-6	7	1	-3	1	-18	-3
COc1cc(C(=O)Nc2ccccc2C(=O)Nc2ccccn2)cc(OC)c1OC	5	1	-12	-3	-2	-1	5	-12	0
